NALP1 yeast inh – inhibitors of NALP1 inflammasome in yeast | S. cerevisiae NALP1/ASC/caspase-1 growth, X-gal OD620, 72 h | inhibition, % at 10 µM | hit rate 0.61% among 280,000 | AID 2071; in the data active = inhibition mostly above about 24%, no sharp cut-off; inactive = mostly below about 32%; note: some compounds called inactive have numbers as strong as hits
VIM-2 inh – inhibitors of Pseudomonas aeruginosa VIM-2 metallo-beta-lactamase; hit rate 0.89% among 290,000; AID 1527; purified VIM-2, nitrocefin hydrolysis, epi-absorbance fluorescence; inhibition, % at 5.6 µM;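 active = inhibition above the mean of all tested compounds plus 3 SD, cutoff set per screening run, cut at about 7.5% in these data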;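 note: red hydrolysis product quenches plate fluorescence so inhibitors raise well fluorescence; 0% = enzyme with DMSO and 100% = DMSO without enzyme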
IMP-1 inhibitor – inhibitors of Pseudomonas aeruginosa IMP-1 metallo-beta-lactamase. inhibition, % at 5.6 µM. hit rate 0.45% among 290,000. AID 1556. purified IMP-1, nitrocefin hydrolysis, epi-absorbance fluorescence;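 active = inhibition above the mean plus 3 SD of all compounds in the same screening run, cut at about 4.5% in these data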;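 note: 0% = IMP-1 with DMSO and 100% = DMSO wells lacking enzyme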
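System: Purified recombinant IMP-1 metallo-beta-lactamase enzyme | Measured by: Fluorescence quenching readout, ex 480/em 530 nm | Replication: Singlicate | Incubation: 15 min preincubation plus 25 min reaction at 25 °C | Evaluation: Percent inhibition from optical density relative to buffer-blank wells | Benchmarks: DMSO with and without IMP-1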
M18AAP inhibitor – PfM18AAP enzyme inhibition; recombinant PfM18AAP, H-Glu-NHMec fluorogenic cleavage; inhibition, % at 7.35 µM; hit rate 1.2% among 290,000; AID 1822;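 active = inhibition above the campaign mean inhibition over all tested compounds plus 3 SD, cut at about 28% in these data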;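 note: 0% = plate median of test compound wells and 100% = 2 mM ZnCl2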
PHOSPHO1 block – inhibitors of human PHOSPHO1 phosphatase | recombinant PHOSPHO1, absorbance phosphatase assay | Q8TCT1 | inhibition, % at 13.3 µM | hit rate 1.1% among 290,000; in the data active = inhibition above about 60%
IDE inh – inhibits human insulin-degrading enzyme in HEK cells; P14735; FAbetaB cleavage, fluorescence polarization; inhibition, % at 5.59 µM; hit rate 0.41% among 320,000;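 active = percent inhibition above the average of all tested compounds plus 3 SD, set per screening campaign, cut at about 16% in these data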;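 note: IDE supplied by intact live HEK cells; FP after avidin binding of uncleaved biotin substrate so inhibition keeps polarization high; 0% = DMSO wells and 100% = 60 µM reference IDE inhibitor Ii1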
p-CIP stab down – p/CIP protein destabilization; F442A p/CIP-EGFP cells, EGFP fluorescence, 16 h; decrease of EGFP signal, % at 10 µM; hit rate 0.01% among 290,000; Q05BA5;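 active = EGFP signal decrease of at least 30% at 10 µM or well 3 SD below plate mean, unless failing retest; inactive = the rest, including hits failing retest or dose response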; note: some compounds called inactive have numbers as strong as hits; many of its hits are not listed in these tables
Target sequence (Q05BA5 1-1403): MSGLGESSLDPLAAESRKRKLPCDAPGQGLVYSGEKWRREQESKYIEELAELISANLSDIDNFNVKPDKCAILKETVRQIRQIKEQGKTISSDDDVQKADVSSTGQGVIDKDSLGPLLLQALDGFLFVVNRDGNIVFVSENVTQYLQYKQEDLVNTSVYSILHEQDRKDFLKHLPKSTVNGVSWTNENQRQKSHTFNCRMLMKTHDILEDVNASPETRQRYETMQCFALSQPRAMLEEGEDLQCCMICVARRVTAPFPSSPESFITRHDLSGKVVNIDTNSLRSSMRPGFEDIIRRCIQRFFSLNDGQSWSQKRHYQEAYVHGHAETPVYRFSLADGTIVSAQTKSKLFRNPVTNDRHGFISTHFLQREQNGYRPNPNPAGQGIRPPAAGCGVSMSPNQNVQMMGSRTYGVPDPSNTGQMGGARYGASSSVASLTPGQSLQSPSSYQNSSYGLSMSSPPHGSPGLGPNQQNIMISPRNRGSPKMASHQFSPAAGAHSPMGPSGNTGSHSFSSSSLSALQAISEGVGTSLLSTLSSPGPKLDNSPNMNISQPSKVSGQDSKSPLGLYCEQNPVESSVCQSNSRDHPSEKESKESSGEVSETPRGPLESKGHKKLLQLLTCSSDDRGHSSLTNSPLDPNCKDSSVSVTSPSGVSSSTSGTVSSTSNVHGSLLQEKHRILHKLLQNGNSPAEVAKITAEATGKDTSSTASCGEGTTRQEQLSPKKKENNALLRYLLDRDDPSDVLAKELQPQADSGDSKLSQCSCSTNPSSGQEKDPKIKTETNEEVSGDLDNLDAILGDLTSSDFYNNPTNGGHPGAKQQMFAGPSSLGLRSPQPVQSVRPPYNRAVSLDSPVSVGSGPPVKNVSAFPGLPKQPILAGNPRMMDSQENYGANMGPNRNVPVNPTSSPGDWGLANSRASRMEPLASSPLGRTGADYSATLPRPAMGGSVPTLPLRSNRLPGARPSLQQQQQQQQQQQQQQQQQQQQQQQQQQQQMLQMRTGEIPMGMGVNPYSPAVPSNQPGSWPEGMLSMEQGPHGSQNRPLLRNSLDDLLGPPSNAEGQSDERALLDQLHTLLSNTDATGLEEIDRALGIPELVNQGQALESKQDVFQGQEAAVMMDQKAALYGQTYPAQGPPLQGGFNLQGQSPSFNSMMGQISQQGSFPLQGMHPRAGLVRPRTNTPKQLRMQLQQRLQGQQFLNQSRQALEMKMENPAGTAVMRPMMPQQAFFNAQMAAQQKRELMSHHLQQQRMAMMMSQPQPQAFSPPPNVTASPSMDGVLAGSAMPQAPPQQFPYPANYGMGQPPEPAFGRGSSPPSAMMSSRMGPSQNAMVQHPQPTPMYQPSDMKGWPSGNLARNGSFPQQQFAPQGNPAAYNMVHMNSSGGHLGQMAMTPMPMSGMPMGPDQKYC
GPR7 antag – blocks human GPR7 receptor signaling; GPR7-expressing cells, fluorescence antagonist assay; inhibition, % at 4.4 µM; hit rate 1.1% among 290,000; AID 1861; in the data active = inhibition above about 16%, passing the limit was not always enough;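 note: cells stimulated with the agonist NPW; 0% = agonist with vehicle and 100% = vehicle without agonist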
IDE cell activ – IDE (human) activation, cell-based; hit rate 0.073% among 340,000; HEK cells, FAbeta-B cleavage, fluorescence polarization; 0% vehicle, 100% cell-free pure enzyme wells; activation, % at 5.96 µM; P14735;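 active = activation above the mean of all tested compounds plus 3 SD, set per screening campaign, cut at about 17% in these data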
The depositor's hits bear a star; / = no result given.

SMILES	NALP1 yeast inh	VIM-2 inh	IMP-1 inhibitor	M18AAP inhibitor	PHOSPHO1 block	IDE inh	p-CIP stab down	GPR7 antag	IDE cell activ
O=[N+]([O-])/C(=C\Nc1ccccc1Cl)S(=O)(=O)c1ccccc1	1	-1.6	0.7	1	87*	2	-27	-3	-7
COC(=O)c1nn(C23CC4CC(CC(C4)C2)C3)c2c1C(=O)N(c1ccc(F)cc1)C2=O	4	-0.8	-2.8	1	58	2	3	-9	0
COc1ccc(C(=O)NNC(=O)c2cc3cccc(OC)c3oc2=O)cc1	-2	-1.3	-1.1	-2	28	1	-1	3	5
COc1cc(OC)nc(/N=C/NO)n1	8	-2.2	-1.9	9	41	3	-2	-13	/
CC(C)C(=O)N1CCN(c2ccc(NC(=O)c3ccc([N+](=O)[O-])o3)cc2Cl)CC1	3	-1.1	-2.0	-11	-8	/	-22	-1	3
CCOc1ccccc1-n1nnnc1SCC(=O)Nc1cc2oc3ccccc3c2cc1OC	12	-3.5	-2.3	-15	4	2	-1	-10	-2
O=C1NCCN1CCNS(=O)(=O)c1ccc2ccccc2c1	-12	-6.5	-2.1	6	11	1	-9	-4	6
Cn1c(=O)c2c(nc(NCc3ccccc3)n2CCCc2ccccc2)n(C)c1=O	10	-0.4	-5.2	-1	-10	0	-2	-12	4
C/C(=N\NC(=O)c1cccc([N+](=O)[O-])c1)c1cccnc1	0	-1.6	-2.5	3	37	-1	-2	-14	3
Cc1cc(N2CCN(C)CC2)nc2ccc(NC(=S)N3CCN(c4cccc(Cl)c4)CC3)cc12	9	-1.8	-2.1	12	24	3	-1	-2	6
CN(C)c1ccc(C=NCCC2(O)CCOC(C)(C)C2)cc1 (stereo unspecified)	1	-1.0	-2.1	-5	9	10	-1	5	2
CN(C(=O)CS(=O)(=O)c1cccc(Cl)c1)c1ccccc1	-18	-2.9	-3.8	8	8	2	-10	-14	3
CCn1cc(/C=C/c2cc[n+](C)cc2)c2ccccc21	12	16*	13*	10	-69	52*	-419	16	-16
Cc1nnc(NC(=O)CSc2ncn(-c3ccccc3)n2)s1	9	-0.4	-2.7	-8	-11	2	-12	-8	-5
Cc1ccc(S(=O)(=O)n2c3ccc(F)cc3c3nc(C)sc32)cc1	32	-0.6	-1.7	5	-3	13	-1	-2	/
O=[N+]([O-])c1ccc(O)c(/C=N/Nc2ncnc3c2cnn3-c2ccccc2)c1	-7	-4.3	-2.6	3	42	/	-10	-15	7
Cc1ccc(-c2nnc3n2N=C(c2ccccc2)CS3)cc1	21	-1.4	-3.4	7	-1	0	-8	-4	0
Cc1c(C(=O)N(Cc2ccccc2)C(C)C)oc2ccc(S(=O)(=O)N3CCOCC3)cc12	14	-2.4	-1.7	2	47	-1	-15	13	0
CCOC(=O)N1N=C(c2ccccc2)CC1(O)C(F)(F)F (stereo unspecified)	12	-0.3	-1.6	0	14	0	4	2	0
CCOC(=O)CSc1nnc(COc2cccc(C)c2)o1	4	-0.3	-1.4	-14	40	-1	-6	-6	/

Arranged by heavy-atom count (rising): part of the list above.
SMILES	NALP1 yeast inh	VIM-2 inh	IMP-1 inhibitor	M18AAP inhibitor	PHOSPHO1 block	IDE inh	p-CIP stab down	GPR7 antag	IDE cell activ
O=[N+]([O-])/C(=C\Nc1ccccc1Cl)S(=O)(=O)c1ccccc1	1	-1.6	0.7	1	87*	2	-27	-3	-7
CC(C)C(=O)N1CCN(c2ccc(NC(=O)c3ccc([N+](=O)[O-])o3)cc2Cl)CC1	3	-1.1	-2.0	-11	-8	/	-22	-1	3
COC(=O)c1nn(C23CC4CC(CC(C4)C2)C3)c2c1C(=O)N(c1ccc(F)cc1)C2=O	4	-0.8	-2.8	1	58	2	3	-9	0
CCOc1ccccc1-n1nnnc1SCC(=O)Nc1cc2oc3ccccc3c2cc1OC	12	-3.5	-2.3	-15	4	2	-1	-10	-2

Next section.
SMILES	NALP1 yeast inh	VIM-2 inh	IMP-1 inhibitor	M18AAP inhibitor	PHOSPHO1 block	IDE inh	p-CIP stab down	GPR7 antag	IDE cell activ
CCCN1C(=O)/C(=C/c2cc(C)n(C)c2C)SC1=Nc1ccc(OC)cc1	6	-5.8	-2.7	6	22	10	-44	1	7
CCOc1cc(Cl)c(S(=O)(=O)NCc2ccccn2)cc1Cl	10	-2.5	-5.5	0	-1	9	0	-6	2
O=C(O)CCc1nn2cc(-c3ccccc3)nc2[nH]c1=O	-7	-4.4	-3.8	1	-8	2	0	-10	-4
CC1=C(C(=O)N2CCN(c3cc(C)ccc3C)CC2)C2(CCCCC2)OC1=O	23	-0.9	-2.9	5	-11	-4	0	1	-1
CCn1cc(/C=C(\NC(=O)c2ccc(OC)cc2)C(=O)N2CCOCC2)c2ccccc21	16	1.9	1.3	-3	30	-1	-8	1	6
CN1CCN(C(=O)c2ccc3ccccc3c2)CC1	1	-1.5	-4.2	-3	-2	7	-2	2	-1
COc1ccc(N(CC(=O)Nc2ccccc2C(N)=O)S(=O)(=O)c2ccc(C)c([N+](=O)[O-])c2)cc1	-5	-4.7	-2.2	-4	54	-4	-1	2	4
CCNc1cc(N2CCOCC2)nc(SC)n1	-11	3.0	0.6	1	-16	-5	2	-1	0
CCOCCCNC(=O)C1CCN(C(=O)Nc2ccc(C)cc2)CC1	24	0.3	-2.8	3	11	0	-7	-12	2
O=C(Nc1cccc(Cl)c1N1CCCC1)c1ccc([N+](=O)[O-])o1	6	-0.6	-2.7	-9	4	5	-8	-12	10
CC(C)N(C(=O)C(F)(F)F)C(C(=O)NC1CCCCC1)c1ccncc1 (stereo unspecified)	6	-2.0	-4.0	3	27	-3	-11	-2	6
c1nc(N2CCN(Cc3ccc4c(c3)OCO4)CC2)c2[nH]cnc2n1	17	-0.2	-1.6	9	-14	0	1	-5	-6
O=C(CN1C(=O)c2ccccc2C1=O)Nc1ccc(N2CCOCC2)cc1	9	-0.3	-0.9	8	17	-3	-1	-14	3
Cc1cc(Cl)ccc1OCc1nnc2n1CCCCC2	8	-3.7	-2.6	-4	9	16	-11	4	-14
Cc1cc(-c2nnc3n2CCCCC3)c(C)n1-c1ccccc1	-33	0.2	-0.7	-1	-4	12	1	0	-8
COc1ccc(Cl)cc1NC(=O)COC(=O)CNC(=O)c1ccc([N+](=O)[O-])c(C)c1	19	-5.2	-3.3	0	12	-2	5	-8	2
CCCn1c(=O)c(C(=O)Nc2ccccc2C)c(O)c2ccccc21	23	-2.1	-2.4	-9	8	-7	0	-5	6
Cc1ccccc1NC(=O)Nc1ccc2c(c1)OCO2	25	-2.3	-1.8	9	26	-2	-3	4	-2
COc1ccc(OC)c(-c2csc(-c3cccs3)n2)c1	-4	-0.6	-2.6	-4	0	4	2	-11	0
Cc1ccc(-c2[nH]c(-c3ccc(C(=O)O)cc3)nc2-c2ccccc2)cc1	13	-6.1	-4.6	-6	-12	0	-12	4	0
COc1ccc(CCn2c(N)c(S(=O)(=O)c3cccs3)c3nc4ccccc4nc32)cc1OC	-10	1.9	-0.3	-2	2	2	1	9	0
COc1ccc2c(c1)c(=O)c(C(=O)c1ccccc1)cn2Cc1ccc(C)cc1	16	-2.0	-1.9	6	-23	2	-8	7	4
N#C/C(=C\c1cn(Cc2ccccc2)c2ccccc12)C(=O)NCc1ccco1	23	-4.7	-2.0	3	-9	2	-5	1	-2
O=C(Nc1ccc(-c2csc(Nc3cccc(C(F)(F)F)c3)n2)cc1)c1cc([N+](=O)[O-])cc(C(F)(F)F)c1	/	/	/	/	-13	-1	15	/	-1
COc1ccc(-n2c(C)c(C)c3c(NCCCO)ncnc32)cc1	25	-0.6	-0.6	-12	32	/	-9	-2	-5
Cc1ccc(-c2nnnn2-c2ccc(C)cc2)cc1	6	-0.5	0.7	-10	-3	4	2	-1	6
O=C(O)Cn1nnc(COc2ccccc2)n1	17	-4.4	-2.9	-1	24	-8	-28	-8	-1
Cc1ccc(Nc2nc3ccccc3nc2Nc2c(C)n(C)n(-c3ccccc3)c2=O)cc1	28	-0.7	-1.2	-12	-7	0	-4	-4	-2
Cc1ccc(OCCN(C)C(=O)C2CCC(=O)N(CCCN3CCOCC3)C2)cc1 (stereo unspecified)	11	2.1	-0.7	-18	26	-4	0	-2	8
COc1cc(-c2[nH]ncc2CN2CCN(c3cccc(C)n3)CC2)cc(OC)c1OC	-23	-1.2	-2.0	-4	16	-4	-2	-14	4
O=[N+]([O-])c1cccc(Nc2c3ccccc3nc3ccccc23)c1	-15	2.4	-1.6	-4	-3	-2	-7	-8	4
O=C(/C=C/c1ccc([N+](=O)[O-])s1)N1CCCCC1	-5	0.6	-0.3	16	30	-4	1	-17	3
O=C1S/C(=C/c2ccc(N3CCOCC3)o2)C(=O)N1Cc1ccc(F)cc1	9	-1.9	-0.7	2	-81	9	-24	-18	-41
COc1ccc2c(c1OC)C(=O)N1c3ccccc3C(=O)N(c3ccccc3F)C21 (stereo unspecified)	16	-1.2	-2.6	0	-4	6	-6	-3	1
CCSc1nnc(NC(=O)Cc2ccc(OC)c(OC)c2)s1	4	-0.3	1.3	-4	28	-3	2	12	6
CCOC(=O)c1c(/N=C/N(C)C)sc(/C=N/Nc2ccccc2)c1-c1ccccc1Cl	37	-2.0	-4.9	1	-2	2	-4	5	-3
C=CCNC(=O)N1CCCC(N2CCN(c3ccccc3OC)CC2)C1 (stereo unspecified)	15	-1.4	-1.4	-9	/	-6	-14	-11	3
O=C(N/N=C/c1ccc(Sc2nc3ccccc3[nH]2)o1)c1ccncc1	24	-0.5	-1.9	9	-13	-4	2	-6	2
N#CC(c1ccc(F)cc1)c1ccc(C(=O)c2ccccc2)cc1 (stereo unspecified)	8	-3.2	-1.3	6	-5	-1	-5	10	5
COc1cccc(OCCCCCCN2CCOCC2)c1	9	-3.3	-4.3	-2	16	6	3	-5	4
CCOc1ccc(N2C(=O)C3=C(C(c4ccc(Cl)cc4)=NCCN3)C2c2cccnc2)cc1 (stereo unspecified)	8	-2.1	-2.6	-2	11	3	1	19	3
CS(=O)(=O)c1ccccc1-c1nc(-c2ccc([N+](=O)[O-])cc2)no1	-49	0.0	-1.9	0	24	-2	7	-1	7
NNc1nc(C(F)(F)F)nc2ccccc12	13	-2.9	-3.5	4	34	-6	-4	-6	2
CN(C)CCCNc1oc(/C=C/c2cccs2)nc1S(=O)(=O)c1ccccc1	13	1.9	-1.7	7	18	-2	-1	5	1
COc1ccc(CNC(=O)C/C(C)=N/NC(=O)c2cc(OC)cc(OC)c2)cc1	9	-4.2	-1.6	-2	13	1	9	19	/
CC(C)N(Cc1cnn(C)c1)C(=O)C1CCC(=O)N(CCc2cccc(F)c2)C1 (stereo unspecified)	8	2.6	1.1	3	61*	/	-6	3	3
COc1ccc(OC)c(C2CC(=O)Nc3n[nH]c(-c4ccccc4)c32)c1 (stereo unspecified)	19	-2.5	-0.2	-9	-6	-2	-2	-11	-4
CCCCCCCCCCCCCCCC(=O)NCCc1c[nH]c2ccccc12	-15	-2.6	-3.3	-3	16	1	-9	-8	6
C[C@H]1CN=C(Nc2ccccc2)N1CC1CCC1	7	-2.3	-1.1	0	4	1	-4	-5	5
Cc1cccc(NC(=O)CCC(=O)N/N=C/c2ccco2)c1	0	-2.7	-1.7	2	-4	3	-5	-3	8
COc1ccc(CN(CC2CCC(C(=O)O)CC2)C(=S)Nc2cc(C)ccc2C)cc1 (stereo unspecified)	10	-1.9	-2.6	3	-13	/	-12	-2	-1

Random draw from the library, and some 5.3% of all compounds hit somewhere here.
